Source: PubChem
Chronic BCR inh = inhibitors of chronic active B-cell receptor signaling; ABC-DLBCL IkBa-CBG/CBR reporter, luminescence ratio, 4 h; Potency, µM (titrated, usually from 46.1 µM), without a hit: top-dose ratio change, negative = lower green/red ratio, usual class: inhibitors; hit rate 0.05% among 340,000; AID 493014; active = well fitted inhibition curve with a large enough effect in the signal ratio, with a control signal flat, not every such curve was filed as active; inconclusive = small, poorly fitted or top-dose-only effect, or effect the other way, or a change in a side signal; the % refers to the signal ratio;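 note: potency is the fitted concentration of half-maximal effect; plate controls were basal doxycycline-induced cells for no effect and cells given 10 µM MG132 for full effect; MG132 reads +100%, hits lower the ratio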
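Compounds up to 46 uM were incubated four hours with TMD8 cells whose green CBG68 luciferase is fused to IkappaBalpha; red CBR luminescence normalised the signal, and concentration-effect curves were fitted to fusion, red and ratio data.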
Integrin act MD = integrin-mediated muscular dystrophy alleviation activation. Potency, µM (highest dose often 38.3 µM), for inactives: at the highest dose activation, most hits filed as activators. AID 624291. alpha7betagal myoblasts, beta-gal FDG fluorescence, 48 h. hit rate 0.064% among 350,000;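 note: potency is the fitted concentration of half-maximal effect; 100% = response of the positive control SU9516; nearly all actives have a fitted effect of over 60% in size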
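Alpha7betagal+/- myoblasts (passage 13) were plated 16-24 hr, then exposed to compounds (1:260 dilution of DMSO stock) for 48 hours at 37C. After MPER lysis, β-galactosidase reporter activity was read as FDG fluorescence (ex 480/em 540) after 30 minutes.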
Eya2 inh = blocks the phosphatase activity of human Eya2; O00167; recombinant Eya2, OMFP fluorescence dephosphorylation (OMFP is methylfluorescein phosphate); Potency, µM (titrated, usually from 76.9 µM), without a hit: at the top dose activity, negative = inhibition, most hits filed as inhibitors; hit rate 0.006% among 330,000; AID 488837; note: potency is the fitted concentration of half-maximal effect; % is set by controls: 0 for no effect and ±100 for the full control effect
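Eya2 (0.2 uM) preincubated 10 min at ambient with compound, then OMFP substrate added at 50 uM; 10 min reaction in 50 mM HEPES pH 7.5, 50 mM NaCl, 5 uM MgCl2, 0.05% BSA, 1 mM DTT. Fluorescence read at Ex 485/Em 525 nm.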
ELG1 DNA repair = blocks ELG1-dependent DNA repair in HEK293T cells; Potency, µM (highest dose often 46.1 µM), for the others: top-dose activity change, negative = inhibition, hits mostly inhibitors; HEK293T ELG1-luciferase reporter, luminescence, 16 h; DNA damage induced by 5-fluorouridine; hit rate 2.3% among 330,000; note: potency is the fitted concentration of half-maximal effect; % is set by controls: 0 for no effect and ±100 for the full control effect; nearly all actives have a fitted effect of over 55% in size
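HEK293T cells expressing luciferase-tagged ELG1 (2,000/well) received 5-Fluorouridine plus compound or DMSO for 16 hr at 37 °C. Luciferase was read by ONE-Glo luminescence after 30 min at room temperature.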
TCR activator = activates T cell receptor signaling | primary human leukocytes, anti-CD3, IL-2 HTRF, 48 h | Potency, µM (series often up to 9.22 µM), for inactives: at the top dose activation of IL-2 secretion, usual class: activators | 330,000 tested, under 10 active; note: % of control where 0% means no effect
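Primary human leukocytes receive a-CD3 beads and test compound and are incubated 48 hr. Secreted IL-2 is then assayed by HTRF, measuring 665nm acceptor emission after 320nm excitation of the europium donor.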
Tb PFK inh = inhibitors of T. brucei phosphofructokinase; hit rate 0.17% among 330,000; T. brucei PFK, ADP-Glo luminescence; O15648; Potency, µM (highest dose often 57.5 µM), inactives show at the top dose activity, negative = inhibition, hits mostly inhibitors; AID 485367;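 note: potency is the fitted concentration of half-maximal effect; 0% = uninhibited 1x PFK enzyme wells and -100% = no-enzyme wells; nearly all actives have a fitted effect of over 60% in size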
Target sequence (O15648 whole entry, looked up): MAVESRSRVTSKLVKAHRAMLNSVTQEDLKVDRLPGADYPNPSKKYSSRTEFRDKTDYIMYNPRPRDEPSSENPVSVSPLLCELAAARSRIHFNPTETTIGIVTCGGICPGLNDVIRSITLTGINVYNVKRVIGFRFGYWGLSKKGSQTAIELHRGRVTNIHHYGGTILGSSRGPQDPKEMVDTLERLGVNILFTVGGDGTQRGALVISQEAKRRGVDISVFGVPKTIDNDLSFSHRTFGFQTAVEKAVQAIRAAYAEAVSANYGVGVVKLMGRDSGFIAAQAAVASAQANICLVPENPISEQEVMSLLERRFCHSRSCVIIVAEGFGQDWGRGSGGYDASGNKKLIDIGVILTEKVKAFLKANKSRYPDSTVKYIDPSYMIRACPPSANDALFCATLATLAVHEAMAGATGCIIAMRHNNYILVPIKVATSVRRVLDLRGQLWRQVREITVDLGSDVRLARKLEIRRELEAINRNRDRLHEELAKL
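Luminescent ADP detection (ADP-Glo, two-step: ATP depletion then ADP-to-ATP conversion for luciferase) reported PFK activity after 45 min room-temperature reaction of 1.25 nM enzyme with 0.5 mM F6P and 0.1 mM ATP at pH 8.0.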
PTAP TSG101 blk = blocks PTAP/TSG101 interaction to inhibit HIV-1 budding | Q99816 | Fluorescence polarization, FITC-PTAP peptide / Tsg101 binding | Potency, µM (doses to about 115 µM), for the others: at the highest dose activity change, negative = inhibition, actives largely listed as inhibitors | 340,000 tested, under 10 active; active = well fitted inhibition curve with a large enough effect in the main read-out, with a control signal flat, not every such curve was filed as active; inconclusive = small, poorly fitted or top-dose-only effect, or effect the other way, or a change in a side signal; inactive = no such curve, though single readings can be large or run the other way; note: potency is the fitted concentration of half-maximal effect; % of control where 0% means no effect
Target sequence (Q99816 whole entry, looked up): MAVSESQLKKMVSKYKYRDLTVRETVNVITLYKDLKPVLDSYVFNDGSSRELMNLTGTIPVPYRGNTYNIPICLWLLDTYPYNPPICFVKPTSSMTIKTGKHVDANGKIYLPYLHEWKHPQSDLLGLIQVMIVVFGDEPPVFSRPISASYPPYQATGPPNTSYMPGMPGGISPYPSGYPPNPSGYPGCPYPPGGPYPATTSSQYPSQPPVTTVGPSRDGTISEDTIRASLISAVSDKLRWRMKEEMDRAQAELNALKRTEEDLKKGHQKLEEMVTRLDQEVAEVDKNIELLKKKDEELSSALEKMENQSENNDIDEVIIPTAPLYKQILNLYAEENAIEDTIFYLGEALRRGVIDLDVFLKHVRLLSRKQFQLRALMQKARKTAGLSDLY
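Fluorescence anisotropy tracks displacement of a FITC-tagged PTAP peptide (50 nM) from the Tsg101 binding domain (10 uM), following a 20 min room-temperature incubation at pH 7.5.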
ASM inhibitor = blocks human secretory acid sphingomyelinase | P17405 | placental ASM, HMU-PC fluorogenic substrate, 60 min | Potency, µM (doses to about 57.5 µM), for the others: at the highest dose activity change, negative = inhibition, usual class: inhibitors | hit rate 0.006% among 340,000; note: potency is the fitted concentration of half-maximal effect
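Fluorescence read-out (Ex 386 nm, Em 447 nm) after stopping the reaction at pH 10. Enzyme: ASM from human placenta; substrate HMU-PC0, 9 uM final; 60 min, 37 °C. Compound preincubation 10 min, ambient temperature.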
Mito fusion act = inhibitors of mitochondrial division or activators of mitochondrial fusion. hit rate 0.23% among 320,000. Potency, µM (doses to about 46.1 µM), for inactives: at the top dose growth rescue (activation), usual class: activators. S. cerevisiae fusion-defective mutant growth rescue, CellTiterGlo 48 h. AID 485298;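 note: potency is the fitted concentration of half-maximal effect; % of control where 0% means no effect; nearly all actives have a fitted effect of over 45% in size; temperature-sensitive fusion mutants such as fzo1-1 at 37 °C on non-fermentable ethanol glycerol medium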
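Growth-rescue viability read-out: after 48 h at the non-permissive 37C in glycerol/ethanol YPEG, yeast mitochondrial fusion mutants are measured by CellTiterGlo luminescence; compounds (23 nl pinned per well) restoring growth score as division inhibitors or fusion activators.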
TSHR antag = antagonists of human thyroid stimulating hormone receptor | hit rate 0.2% among 330,000 | P16473 | AID 504810 | TSHR-expressing cells, TSH-stimulated cAMP HTRF, 2 h; active compounds read low | activity change, negative = inhibition, % at 11.5 µM;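 active = activity change below a set negative limit, meaning inhibition stronger than a set level, cut at about -70% in these data; inconclusive = activity change between two set negative limits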; note: % is set by controls: 0 for no effect and ±100 for the full control effect
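Inhibition of cAMP made by TSHR-expressing cells under TSH stimulation (4nM final, EC80; 2 h, 37 deg C) is quantified with a one-step lysis HTRF kit, anti-cAMP cryptate versus cAMP-d2.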
AT treatment = potential ataxia-telangiectasia treatments restoring KAP-1 phosphorylation. AID 485349. Potency, µM (titrated, usually from 57.5 µM), for the others: at the top dose activation, most hits filed as activators. hit rate 0.19% among 320,000. […] A-T fibroblasts, KAP-1 phosphorylation AlphaLISA; neocarzinostatin DNA damage 30 min before lysis; note: potency is the fitted concentration of half-maximal effect; % of control where 0% means no effect; nearly all actives have a fitted effect of over 45% in size
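ATM-like activity read as KAP-1 phosphorylation via AlphaLISA donor/acceptor antibody pairs after lysis and 6 hr at 25C. Cells were ATM-null patient fibroblasts ([…], hTERT), dosed 60 min, then exposed to the DSB inducer NCS for 30 min.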
The depositor's hits bear a star; u = inconclusive; x = not tested or not shown; [ ] = another dose, or the depositor's remark. Unless noted, calls come from the whole dose curve; as a rule, active = well fitted curve in the direction sought with a large enough effect; inconclusive = small, poorly fitted or top-dose-only effect, or another doubt; inactive = no such curve, though single readings can be large; an effect the other way counts as inactive or inconclusive.

SMILES	Chronic BCR inh	Integrin act MD	Eya2 inh	ELG1 DNA repair	TCR activator	Tb PFK inh	PTAP TSG101 blk	ASM inhibitor	Mito fusion act	TSHR antag	AT treatment
COCCOC1CCN(C(=O)C2CCC(=O)N(CCc3ccc(OC)cc3)C2)CC1 (centres undefined)	u	u	-12.8%	9.7%	7.1%	0.9%	-2.4%	0.7%	3.7%	6.8	-6.2%
COc1ccc(N(Cc2ccccc2)S(=O)(=O)c2cccc(C(=O)NC3=NCCS3)c2)cc1	0.6%	-5.6%	5.7%	-20.5%	3.9%	-3.4%	-1.6%	-3.4%	3.6%	-17.0	0.7%
CCN(CC)CCN1C(=O)C(O)=C(C(=O)c2cc3cccc(OC)c3o2)C1c1cccs1 (centres undefined)	u	-6.6%	9.4%	0.0%	-1.2%	0.3%	0.3%	-1.5%	5.2%	13.1	-4.3%
CNC(=S)N(Cc1ccc2c(c1)OCO2)C1CC(=O)N(c2ccccc2)C1=O (centres undefined)	-0.4%	-21.2%	9.5%	-7.5%	2.0%[46.1 µM]	-0.3%	-9.0%	-1.8%	-1.9%	0.8	-4.2%
CCN(CC)C(=O)Oc1ccc(Br)cc1C(=O)Nc1ccc(F)cc1F	-2.0%	-18.7%	u	-22.0%	-27.4%	-1.0%	0.4%	2.2%	5.9%	16.7	-3.9%
COc1nc(NCc2ccco2)nc(NC2CCCCC2)n1	1.3%	-12.8%	-10.7%	u	-2.2%[46.1 µM]	0.7%	-7.4%	1.1%	18.0%	-18.3	2.5%
COc1ccc(C(C)=O)c2c(O)cccc12	-13.6%	-1.6%	-5.4%	3.2%	-5.9%	1.3%	-4.5%	1.4%	1.8%	-4.3	-1.3%
Cc1cc(C)nc(N2CCCC(C(=O)Nc3cccc(Cl)c3)C2)n1 (centres undefined)	-1.1%	-8.9%	-2.0%	2.4%	6.8%	5.3%	-3.0%	-1.4%	5.6%	-8.8	-2.2%
CCCc1cc2c(=O)c(-c3ccc4c(c3)OCCO4)c(C)oc2cc1OS(C)(=O)=O	-3.8%	-37.3%	8.9%	13µM*	4.9%	-0.3%	12.0%	-2.6%	23.3%	-3.1	-1.8%
C=CC[C@H](CC(=O)N(CCO)Cc1ccccc1)C(=O)NC[C@H](OC(=O)[C@@H](CC=C)Cc1ccc(F)cc1)c1ccccc1	u	-41.4%	-7.5%	14.6µM*	4.2%	5.5%	-10.7%	0.0%	x	-10.1	-1.8%
Cc1cccc(C(=O)NCCN(C)C)c1	-7.0%	5.9%	7.5%	-8.1%	3.0%	3.2%	-5.2%	2.8%	-3.9%	4.7	x
O=C(CSc1cn(Cc2cccc(F)c2)c2ccccc12)NCc1ccc(F)cc1	0.1%	-25.1%	0.0%	26.7%	-1.5%	-3.1%	-0.3%	0.4%	-2.4%	5.0	8.2%
CN(C)S(=O)(=O)Oc1ccsc1C(=O)Nc1ccc(Cl)cc1	4.0%	2.7%	2.7%	-2.3%	12.8%	2.1%	2.0%	-5.4%	4.8%	27.0	-4.0%
Clc1cc2nc3ccccn3c2cc1Cl	3.6%	-21.5%	u	7.9%	-0.6%	-0.7%	-3.3%	x	-10.8%	1.1	12.6%
NC(=O)c1ccc(NC(=O)COC(=O)c2ccc(Br)o2)cc1	2.0%	-6.9%	-0.5%	u	10.6%	-0.9%	-4.1%	1.0%	2.1%	11.2	0.0%
CCCCCC(=O)NNC(=O)Nc1ccccc1	2.3%	11.4%	3.2%	13.6%	-3.3%[46.1 µM]	-0.8%	2.7%	3.8%	-5.3%	13.7	-3.5%

Random excerpt: 4 entries already listed, in no set order.
SMILES	Chronic BCR inh	Integrin act MD	Eya2 inh	ELG1 DNA repair	TCR activator	Tb PFK inh	PTAP TSG101 blk	ASM inhibitor	Mito fusion act	TSHR antag	AT treatment
CNC(=S)N(Cc1ccc2c(c1)OCO2)C1CC(=O)N(c2ccccc2)C1=O (centres undefined)	-0.4%	-21.2%	9.5%	-7.5%	2.0%[46.1 µM]	-0.3%	-9.0%	-1.8%	-1.9%	0.8	-4.2%
CN(C)S(=O)(=O)Oc1ccsc1C(=O)Nc1ccc(Cl)cc1	4.0%	2.7%	2.7%	-2.3%	12.8%	2.1%	2.0%	-5.4%	4.8%	27.0	-4.0%
C=CC[C@H](CC(=O)N(CCO)Cc1ccccc1)C(=O)NC[C@H](OC(=O)[C@@H](CC=C)Cc1ccc(F)cc1)c1ccccc1	u	-41.4%	-7.5%	14.6µM*	4.2%	5.5%	-10.7%	0.0%	x	-10.1	-1.8%
Clc1cc2nc3ccccn3c2cc1Cl	3.6%	-21.5%	u	7.9%	-0.6%	-0.7%	-3.3%	x	-10.8%	1.1	12.6%

No enrichment for hits; 3.2% or so of the library scored in one or more.
